Chronic BCR inh: chronic active BCR signaling inhibition; actives 0.05% (n = 340,000); ABC-DLBCL IkBa-CBG/CBR reporter, luminescence ratio, 4 h; Potency, µM (highest dose often 46.1 µM), for inactives: at the highest dose ratio change, negative = lower green/red ratio, actives largely listed as inhibitors; active = well fitted inhibition curve with a large enough effect in the signal ratio, with a control signal flat, not every such curve was filed as active; inconclusive = small, poorly fitted or top-dose-only effect, or effect the other way, or a change in a side signal; the % refers to the signal ratio;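 note: potency is the fitted concentration of half-maximal effect; plate controls were basal doxycycline-induced cells for no effect and cells given 10 µM MG132 for full effect; MG132 reads +100%, hits lower the ratio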
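TMD8 ABC-DLBCL cells carrying doxycycline-inducible green luciferase fused to IkappaBalpha plus unfused red luciferase were exposed to compounds (up to 46 uM) for 4 hrs at 37C. Activity came from the overlap-corrected green/red luminescence ratio.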
B2AR arrestin: beta2AR (human) beta-arrestin recruitment activity; Potency, µM (top dose mostly 46.1 µM), inactives show at the highest dose activation, hits mostly activators; beta-arrestin recruitment to beta2AR, cell-based reporter; AID 492947; actives 0.02% (n = 330,000); P07550;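 note: potency is the fitted concentration of half-maximal effect; 0% = DMSO controls and full agonism = EC100 isoproterenol or metaproterenol; nearly all actives have a fitted effect of over 65% in size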
a7 integrin act: activators of alpha7 integrin expression for muscular dystrophy. alpha7betagal myoblasts, beta-gal FDG fluorescence, 48 h. Potency, µM (top dose mostly 38.3 µM), for inactives: at the highest dose activation, hits mostly activators. actives 0.064% (n = 350,000). AID 624291;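 note: potency is the fitted concentration of half-maximal effect; 100% = response of the positive control SU9516; nearly all actives have a fitted effect of over 60% in size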
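Alpha7betagal+/- myoblasts (passage 13) were plated 16-24 hr, then exposed to compounds (1:260 dilution of DMSO stock) for 48 hours at 37C. After MPER lysis, β-galactosidase reporter activity was read as FDG fluorescence (ex 480/em 540) after 30 minutes.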
Tb PFK block: blocks T. brucei phosphofructokinase; O15648; T. brucei PFK, ADP-Glo luminescence; Potency, µM (top dose mostly 57.5 µM), for inactives: top-dose activity, negative = inhibition, hits mostly inhibitors; actives 0.17% (n = 330,000); AID 485367;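 note: potency is the fitted concentration of half-maximal effect; 0% = uninhibited 1x PFK enzyme wells and -100% = no-enzyme wells; nearly all actives have a fitted effect of over 60% in size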
Target sequence (O15648 whole entry, looked up): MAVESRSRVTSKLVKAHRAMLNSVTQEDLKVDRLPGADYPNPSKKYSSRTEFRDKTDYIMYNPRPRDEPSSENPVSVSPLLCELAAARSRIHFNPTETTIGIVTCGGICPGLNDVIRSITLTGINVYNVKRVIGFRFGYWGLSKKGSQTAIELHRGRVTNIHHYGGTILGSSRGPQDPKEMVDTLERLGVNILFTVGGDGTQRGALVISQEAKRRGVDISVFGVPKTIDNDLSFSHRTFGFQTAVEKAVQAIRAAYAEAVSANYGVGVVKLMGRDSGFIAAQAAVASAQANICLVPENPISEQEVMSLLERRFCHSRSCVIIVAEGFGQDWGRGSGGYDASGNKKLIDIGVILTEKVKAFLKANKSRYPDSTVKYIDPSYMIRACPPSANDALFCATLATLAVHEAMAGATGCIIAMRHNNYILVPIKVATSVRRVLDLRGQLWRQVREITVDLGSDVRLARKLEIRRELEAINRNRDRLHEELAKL
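PFK 1.25 nM, F6P 0.5 mM, ATP 0.1 mM, 0.1 M TEA pH 8.0, 5 mM MgCl2, 0.01% Tween20, 0.1% BSA; 45 min RT. ADP-Glo readout. qHTS titration up to 57 uM; curves fitted, compounds curve-classed.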
TSG101-PTAP inh: blocks PTAP/TSG101 interaction to inhibit HIV-1 budding; Fluorescence polarization, FITC-PTAP peptide / Tsg101 binding; 340,000 tested, under 10 active; Potency, µM (highest dose often 115 µM), for the others: at the highest dose activity change, negative = inhibition, most hits filed as inhibitors; Q99816; active = well fitted inhibition curve with a large enough effect in the main read-out, with a control signal flat, not every such curve was filed as active; inconclusive = small, poorly fitted or top-dose-only effect, or effect the other way, or a change in a side signal; inactive = no such curve, though single readings can be large or run the other way; note: potency is the fitted concentration of half-maximal effect; % of control where 0% means no effect
Target sequence (Q99816 whole entry, looked up): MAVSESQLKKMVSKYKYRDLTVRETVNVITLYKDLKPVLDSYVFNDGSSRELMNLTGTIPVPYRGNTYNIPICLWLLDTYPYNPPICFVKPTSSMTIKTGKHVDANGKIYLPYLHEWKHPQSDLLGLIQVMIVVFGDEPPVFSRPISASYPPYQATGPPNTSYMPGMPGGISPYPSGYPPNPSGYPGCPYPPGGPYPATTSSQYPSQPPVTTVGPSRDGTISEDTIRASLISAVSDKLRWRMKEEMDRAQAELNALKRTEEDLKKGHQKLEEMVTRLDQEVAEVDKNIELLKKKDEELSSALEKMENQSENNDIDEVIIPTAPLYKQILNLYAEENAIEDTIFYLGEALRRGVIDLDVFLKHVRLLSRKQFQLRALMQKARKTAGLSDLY
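FP read-out: FITC-PTAP peptide, 50 nM final, binding Tsg101 binding domain, 10 uM final; 20 min, r.t.; 10 mM HEPES pH 7.5, 0.15 M NaCl, 0.01% Tween 20, 3 mM EDTA, 0.1 mM TCEP.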
Giardia kill: kills Giardia lamblia | activity change, % at 7.66 µM, hits read low | actives 0.15% (n = 340,000) | Giardia lamblia trophozoite viability | AID 540267; in the data active = activity change below about -80%; inconclusive = between about -30% and that limit;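 note: parasites exposed to compound for two days anaerobically before the ATP read; % is set by controls: 0 for no effect and ±100 for the full control effect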
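Trophozoites 100 cells/well + cpd; 48 hrs, 37 deg C, anaerobic. ATPLite 1-Step added, 15-30 min RT, luminescence read (ATP-based viability).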
FBPA coupling cs: counter-screen for Giardia aldolase inhibitors: coupling enzyme system | AID 2472 | actives 0.67% (n = 290,000) | activity change, negative = inhibition, % at 58.2 µM, hits read low | coupling enzyme system counterscreen, AmpLite Red fluorescence; in the data active = activity change below about -30%; note: % is set by controls: 0 for no effect and ±100 for the full control effect
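Compounds tested against the coupling enzymes alone at 57.5 uM final; readout was AmpLite Red fluorescence (525/598 nm) after 20 min at RT.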
Menin MLL FP TR: menin-MLL binding inhibition, Texas Red mutant peptide | O00255 | Menin + Texas Red MLL mutant peptide, fluorescence polarization | Potency, µM (titrated, usually from 61.6 µM), for the others: at the top dose FP activity change, negative = inhibition, actives largely listed as inhibitors | actives 0.23% (n = 270,000) | AID 1768; active = well fitted inhibition curve with a large enough effect in the polarisation, with a control signal flat, not every such curve was filed as active; inconclusive = small, poorly fitted or top-dose-only effect, or effect the other way, or a change in a side signal; inactive = no such curve, though single readings can be large or run the other way; the % refers to the polarisation; note: potency is the fitted concentration of half-maximal effect; % of control where 0% means no effect; many of its hits are not listed in these tables
GALK inh: inhibitors of human galactokinase | Potency, µM (top dose mostly 57.5 µM), without a hit: at the top dose activity change, negative = inhibition, most hits filed as inhibitors | AID 1868 | Purified GALK, Kinase-Glo residual ATP luminescence | actives 0.007% (n = 270,000) | P51570; note: potency is the fitted concentration of half-maximal effect; % is set by controls: 0 for no effect and ±100 for the full control effect
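Quantitative HTS: GALK 5 nM, ATP 35 uM, galactose 100 uM, 1 h room temperature, then luciferase-based ATP detection.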
PKM2 activator: PKM2 (human) enzyme activation. P14618. purified PKM2, Kinase-Glo ATP luminescence, activation; response scale: 0% is enzyme alone, no compound. Potency, µM (highest dose often 57.5 µM), without a hit: at the top dose activation, usual class: activators. actives 0.34% (n = 260,000); note: potency is the fitted concentration of half-maximal effect; % is set by controls: 0 for no effect and ±100 for the full control effect; nearly all actives have a fitted effect of over 55% in size
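Purified hPK-M2 (>95% pure) converted ADP (0.1 mM final) to ATP with 0.5 mM PEP in 50 mM imidazole pH7.2, KCl, MgCl2, Tween 20, BSA; 1 h at room temperature. ATP detected by Kinase-Glo luminescence.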
S-ASM inh: human S-ASM enzyme inhibition. Potency, µM (highest dose often 57.5 µM), for the others: at the highest dose activity change, negative = inhibition, usual class: inhibitors. placental ASM, HMU-PC fluorogenic substrate, 60 min. AID 504937. P17405. actives 0.006% (n = 340,000); note: potency is the fitted concentration of half-maximal effect
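Fluorescence read-out (Ex 386 nm, Em 447 nm) after stopping the reaction at pH 10. Enzyme: ASM from human placenta; substrate HMU-PC0, 9 uM final; 60 min, 37 °C. Compound preincubation 10 min, ambient temperature.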
An asterisk follows results filed as active; [ ] = another dose, or the depositor's remark. Unless noted, calls come from the whole dose curve; as a rule, active = well fitted curve in the direction sought with a large enough effect; inconclusive = small, poorly fitted or top-dose-only effect, or another doubt; inactive = no such curve, though single readings can be large; an effect the other way counts as inactive or inconclusive.

Results for Cn1c(Sc2nc3ccccc3n2C)nc2ccccc21 ?
Chronic BCR inh: inconclusive; B2AR arrestin: 0.5%; a7 integrin act: -41%; Tb PFK block: 3%; TSG101-PTAP inh: -6%; Giardia kill: 0; FBPA coupling cs: 0; Menin MLL FP TR: 9%[11.7 µM]; GALK inh: 2%; PKM2 activator: 5%; S-ASM inh: 4%

What do the screens show for `O=C(Nc1ccccc1F)C1C2C=CC3(O2)C1C(=O)N(c1cccnc1)C3C(=O)NC1CCCCC1` (stereo not drawn)?
Chronic BCR inh: 2%; B2AR arrestin: -0.1%; a7 integrin act: 4%; Tb PFK block: 1%; TSG101-PTAP inh: -5%; Giardia kill: -13; FBPA coupling cs: 7; Menin MLL FP TR: -4%; GALK inh: 0%; PKM2 activator: -9%; S-ASM inh: 0%

What do the screens show for `Cn1c(=O)c(=O)n(C)c2cc(S(=O)(=O)N3CCCCCC3)ccc21`?
Chronic BCR inh: 5%; B2AR arrestin: -0.6%; a7 integrin act: 8%; Tb PFK block: -2%; TSG101-PTAP inh: 0%; Giardia kill: -1; FBPA coupling cs: 2; Menin MLL FP TR: 29%; GALK inh: -1%; PKM2 activator: 2%; S-ASM inh: 2%

How did COc1cc(/C=C/C(=O)c2ccc3c(c2)OCO3)cc(OC)c1OC do in these assays?
Chronic BCR inh: inconclusive; B2AR arrestin: -0.2%; a7 integrin act: -73%[inhibitor]; Tb PFK block: 0%; TSG101-PTAP inh: -5%; Giardia kill: -11; S-ASM inh: 10%

How did CCCCCCC(=O)Oc1ccc(N2C(=O)CCC2=O)cc1 do in these assays?
Chronic BCR inh: 10%; B2AR arrestin: -0.1%; a7 integrin act: 8%; Tb PFK block: 0%; TSG101-PTAP inh: -2%; Giardia kill: -14; FBPA coupling cs: 0; Menin MLL FP TR: 6%; GALK inh: 0%; PKM2 activator: 8%; S-ASM inh: -7%

Results for CN(Cc1cc2ccccc2[nH]c1=O)C(=O)C1CCCCC1 ?
Chronic BCR inh: -2%; B2AR arrestin: 0.0%; a7 integrin act: 11%; Tb PFK block: 3%; TSG101-PTAP inh: -5%; Giardia kill: -7; FBPA coupling cs: 0; Menin MLL FP TR: 0%; GALK inh: 0%; PKM2 activator: -1%; S-ASM inh: 1%

Results for CC(C)CN(CC(C)C)C(=O)Nc1ccc(F)cc1F ?
Chronic BCR inh: 6%; B2AR arrestin: 0.3%; a7 integrin act: -19%; Tb PFK block: -14%; TSG101-PTAP inh: -7%; Giardia kill: -9; FBPA coupling cs: 3; GALK inh: 4%; PKM2 activator: -10%; S-ASM inh: 3%

Results for Cc1ccc(C(c2nnnn2CS(=O)(=O)c2ccc(C)cc2)N2CCC(C(N)=O)CC2)cc1 (stereo not drawn) ?
Chronic BCR inh: 3%; B2AR arrestin: 0.2%; a7 integrin act: 12%; Tb PFK block: 1%; TSG101-PTAP inh: 0%; Giardia kill: 14; FBPA coupling cs: 5; Menin MLL FP TR: 2%; GALK inh: 2%; PKM2 activator: 7%; S-ASM inh: 1%

What do the screens show for `COc1ccc(C2SCCN2S(=O)(=O)c2ccccc2)cc1` (stereo not drawn)?
Chronic BCR inh: 2%; B2AR arrestin: -0.9%; a7 integrin act: -19%; Tb PFK block: -8%; TSG101-PTAP inh: -3%; Giardia kill: 41[activator]; FBPA coupling cs: 0; Menin MLL FP TR: 11%; GALK inh: 4%; PKM2 activator: -4%; S-ASM inh: 8%

Results for COCCN1CN=C(Nc2nc3ccccc3o2)NC1 ?
Chronic BCR inh: 2%; B2AR arrestin: -0.3%; a7 integrin act: -9%; Tb PFK block: -1%; TSG101-PTAP inh: -4%; Giardia kill: 7; Menin MLL FP TR: 19%; GALK inh: -3%; PKM2 activator: -1%; S-ASM inh: 3%

How did Cc1c(-n2c(=S)[nH]c3ccccc3c2=O)c(=O)n(-c2ccccc2)n1C do in these assays?
Chronic BCR inh: inconclusive; B2AR arrestin: 0.1%; a7 integrin act: 2%; Tb PFK block: 0%; TSG101-PTAP inh: -4%; Giardia kill: -6; FBPA coupling cs: 1; Menin MLL FP TR: -9%; GALK inh: 0%; PKM2 activator: -8%; S-ASM inh: 5%

How did CS(=O)(=O)c1ccc2nc(NC(=O)c3ccc(Cl)nc3)sc2c1 do in these assays?
Chronic BCR inh: inconclusive; B2AR arrestin: 0.0%; a7 integrin act: 38%; Tb PFK block: 4%; TSG101-PTAP inh: -1%; Giardia kill: -1; FBPA coupling cs: -20; Menin MLL FP TR: 16%; GALK inh: 0%; PKM2 activator: -2%; S-ASM inh: -11%

Results for Cc1ccc(CNC(=O)CN(Cc2ccccc2)S(C)(=O)=O)cc1 ?
Chronic BCR inh: -5%; B2AR arrestin: -0.4%; a7 integrin act: -34%; Tb PFK block: -4%; TSG101-PTAP inh: 1%; Giardia kill: 0; FBPA coupling cs: 0; Menin MLL FP TR: -6%; GALK inh: 2%; PKM2 activator: -4%; S-ASM inh: 3%

Results for Cn1c(SCC(=O)Nc2ccccc2Cl)nnc1C1CC1 ?
Chronic BCR inh: -2%; B2AR arrestin: -0.4%; a7 integrin act: inconclusive; Tb PFK block: 0%; TSG101-PTAP inh: 0%; Giardia kill: 0; FBPA coupling cs: -3; Menin MLL FP TR: -13%; GALK inh: 0%; PKM2 activator: -2%; S-ASM inh: 2%

What do the screens show for `CC(C)(C)C(=O)/C=C(\N)c1ccncc1`?
Chronic BCR inh: 0%; B2AR arrestin: -0.6%; a7 integrin act: 8%; Tb PFK block: -2%; TSG101-PTAP inh: -4%; Giardia kill: -11; FBPA coupling cs: -1; Menin MLL FP TR: -1%; GALK inh: 4%; PKM2 activator: -2%; S-ASM inh: -2%

How did O=C(c1ccccc1F)N1CCN(c2ccc([N+](=O)[O-])c3ncccc23)CC1 do in these assays?
Chronic BCR inh: -2%; B2AR arrestin: -0.1%; a7 integrin act: 20%; Tb PFK block: 5%; TSG101-PTAP inh: 0%; Giardia kill: -12; FBPA coupling cs: 3; Menin MLL FP TR: -4%; GALK inh: 6%; PKM2 activator: 2%; S-ASM inh: -1%

What do the screens show for `CCc1nnc(NS(=O)(=O)c2ccc(NC(=O)c3cc(Cl)ccc3Cl)cc2)s1`?
Chronic BCR inh: 0%; B2AR arrestin: 0.0%; a7 integrin act: 14%; Tb PFK block: 14%; TSG101-PTAP inh: -1%; Giardia kill: -2; FBPA coupling cs: 10; Menin MLL FP TR: inconclusive; GALK inh: 0%; PKM2 activator: 8%; S-ASM inh: 2%

Results for CC(=O)N1CCN(S(=O)(=O)c2ccc(S(=O)(=O)NC3CC3)cc2)CC1 ?
Chronic BCR inh: 2%; B2AR arrestin: -0.2%; a7 integrin act: 1%; Tb PFK block: -8%; TSG101-PTAP inh: -14%; Giardia kill: 6; FBPA coupling cs: 2; Menin MLL FP TR: inconclusive; GALK inh: 3%; PKM2 activator: -3%; S-ASM inh: 4%

How did CC1=NN(C(N)=S)C(=O)C1N=Nc1ccc(C)c(Br)c1 (stereo not drawn) do in these assays?
Chronic BCR inh: inconclusive; B2AR arrestin: -0.7%; a7 integrin act: -2%; Tb PFK block: 2%; TSG101-PTAP inh: -2%; Giardia kill: -21; FBPA coupling cs: 3; Menin MLL FP TR: inconclusive; GALK inh: -7%; S-ASM inh: -3%

What do the screens show for `COc1ccc(OCCOC(=O)c2cccc(-n3cnnn3)c2)cc1`?
Chronic BCR inh: 12%; B2AR arrestin: -0.4%; a7 integrin act: 4%; Tb PFK block: 1%; TSG101-PTAP inh: -4%; Giardia kill: 6; FBPA coupling cs: 0; Menin MLL FP TR: -2%; GALK inh: -1%; PKM2 activator: 0%; S-ASM inh: -1%

Random excerpt: two compounds from above.
What do the screens show for `CC(C)(C)C(=O)/C=C(\N)c1ccncc1`?
Chronic BCR inh: 0%; B2AR arrestin: -0.6%; a7 integrin act: 8%; Tb PFK block: -2%; TSG101-PTAP inh: -4%; Giardia kill: -11; FBPA coupling cs: -1; Menin MLL FP TR: -1%; GALK inh: 4%; PKM2 activator: -2%; S-ASM inh: -2%

How did CC1=NN(C(N)=S)C(=O)C1N=Nc1ccc(C)c(Br)c1 (stereo not drawn) do in these assays?
Chronic BCR inh: inconclusive; B2AR arrestin: -0.7%; a7 integrin act: -2%; Tb PFK block: 2%; TSG101-PTAP inh: -2%; Giardia kill: -21; FBPA coupling cs: 3; Menin MLL FP TR: inconclusive; GALK inh: -7%; S-ASM inh: -3%

Not all compounds are listed; the hit share may differ from the screen's.
